# Compound activity from PubChem.
# UDG counter – counter-screen for AID inhibitors: uracil-DNA glycosylase inhibition; AID 1347430; Potency, µM (series often up to 115 µM), for inactives: at the top dose activity change, negative = inhibition, hits mostly inhibitors; 91,000 tested, 0.14% active; FRET deamination/UDG coupled assay, UDG read, 4 h; note: nearly all actives have a fitted effect of over 65% in size
# AID inh – activation induced cytidine deaminase inhibition | Q9GZX7 | AID deamination FRET fluorescence, UDG-coupled, 4 h | Potency, µM (top dose mostly 115 µM), for the others: at the top dose activity change, negative = inhibition, hits mostly inhibitors | 91,000 tested, 0.32% active | AID 1347428; note: nearly all actives have a fitted effect of over 25% in size
# Target sequence (Q9GZX7 whole entry, looked up): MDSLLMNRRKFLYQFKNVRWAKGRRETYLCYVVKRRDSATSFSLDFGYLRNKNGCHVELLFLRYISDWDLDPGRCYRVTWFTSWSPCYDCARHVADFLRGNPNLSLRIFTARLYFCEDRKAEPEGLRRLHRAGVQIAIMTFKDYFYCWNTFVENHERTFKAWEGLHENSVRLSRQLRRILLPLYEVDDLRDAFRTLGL
# Numbers without * were called inactive; ? = inconclusive; [ ] = dose if it differs, or a comment. Calls come from the whole dose curve; as a rule, active = well fitted curve in the direction sought with a large enough effect; inconclusive = small, poorly fitted or top-dose-only effect, or another doubt; inactive = no such curve, though single readings can be large; an effect the other way counts as inactive or inconclusive. % is set by controls: 0 for no effect and ±100 for the full control effect; potency is the fitted concentration of half-maximal effect. These rows are one share of the data. The share of hits here may be higher or lower than overall.
molecule,UDG counter,AID inh
COc1ccc(-c2noc(C3CC(=O)N(c4ccccc4)C3)n2)c(OC)c1 (centres undefined),-6%,-16%
CCOC(=O)Cn1c(=O)c2c(nc3n2CCN3c2ccc(CC)cc2)n(C)c1=O,-5%,7%
CCC(Oc1ccc(Br)cc1)C(=O)O (centres undefined),4%,0%
CCOCCCNc1oc(COc2ccc(F)cc2)nc1C#N,-3%,1%
CC1(C)C2CCC1(C)C(NC(=O)c1ccccc1)C2 (centres undefined),-6%,-6%
COC(=O)C1CCN(c2csc3ccc(C)cc3c2=O)CC1,2%,13%
Cc1ccsc1C(=O)OCC(=O)c1ccccc1,3%,3%
Cn1nnnc1SCCNCc1ccc(F)cc1,7%,7%
COc1ccc(NC(=O)c2cnc(N3CCCC3)nc2)cc1OC,1%,101%[activator]
CCOc1ccc(CN(CCc2ccc3c(c2)OCO3)Cc2cc(OC)cc(OC)c2)cc1,-6%,-23%
CC1CCN(Cc2c(O)ccc3c(=O)c(-c4ccc(Cl)cc4)c(C(F)(F)F)oc23)CC1,36%[activator],18%
CCCN(CCC)c1ccc(NS(=O)(=O)c2cccs2)cc1C(=O)O,-1%,20%
CCn1nc(C(=O)OCC(=O)Nc2ccc(Cl)c(C(F)(F)F)c2)c2ccccc2c1=O,?,-23%
CN(CC(=O)NC(C)(C)C)Cc1ccc(C#N)cc1,2%,5%
CCCSCCCNC(=O)c1sc2nc(C)cc(C)c2c1-n1cccc1,-3%,-3%
Cc1cc(=O)oc2cc(OCC(=O)N(C)C)c(Cl)cc12,2%,-5%
Cc1ccc2c(C)c(C(=O)O)oc2c1,-3%,-14%
CCOc1ccc(C2CC(c3ccccc3NS(C)(=O)=O)=NN2C(C)=O)cc1 (centres undefined),-9%,-3%
CCC1CCCCN1CCCNC(=O)c1c(O)nc2c(C)cccn2c1=O (centres undefined),2%,13%
CCc1ccc(Cn2nnc3c(=O)[nH]c(C4CCCN(C(=O)c5cccc(Cl)c5)C4)nc32)cc1 (centres undefined),0%,?
O=C(NCCc1ccc(Cl)cc1)C1CCN(S(=O)(=O)c2ccc3[nH]ccc3c2)CC1,0%,2%
Cc1ccccc1OC(=O)c1cc(-c2ccc3c(c2)OCCO3)on1,56%[activator],4%
Cn1c(NCc2ccccc2Cl)nc2c1c(=O)n(Cc1ccccc1F)c(=O)n2C,-5%,-13%
COc1ccc2c(c1)c1c(c(=O)n(-c3cccc(C)c3)c(=O)n1CC(=O)NCC1CCCO1)n2C (centres undefined),-2%,-3%
CC(C)c1ccc(CNCC2CCCO2)cc1 (centres undefined),10%,9%
N#CC1=C2SCN(C3CCCCC3)CN2C(=O)CC1c1ccc(Br)cc1 (centres undefined),-5%,?
CC(C)c1cc(NCc2cccnc2)n2ncc(-c3ccccc3)c2n1,-8%,-13%
O=C(COc1ccc(Cl)cc1Cl)NCCc1csc(-c2cccnc2)n1,-1%,-6%
Cc1cc(Cl)ccc1-n1ncc2c(NCC3CCCO3)ncnc21 (centres undefined),-2%,3%
O=C(c1ccccc1Cl)N1CCC(c2nc3ccccc3s2)CC1,-8%[57.5 µM],-9%[57.5 µM]
Cc1ccc(Cl)cc1NC(=O)CCn1cnc2ccccc2c1=O,1%[57.5 µM],?
CCS(=O)(=O)c1ncc(Cl)c(C(=O)NCc2ccc(OC)cc2)n1,-8%,-25%
COc1ccc(Nc2ncc(C(=O)N3CCN(c4ccccc4OC)CC3)c3ccccc23)cc1,-23%,?
CC(c1cccs1)N(C)C(=O)C1CCCC1 (centres undefined),2%,4%
COc1cccc(CNC(=O)c2sc(-c3ccc(OC)c(OC)c3)nc2C)c1,4%,-4%
O=S(=O)(Nc1nc2ccccc2nc1Nc1cccc(F)c1)c1cccc(Cl)c1,-10%,?
Cc1noc(C)c1S(=O)(=O)N(CC(=O)NCc1ccccc1)c1ccc(C(C)C)cc1,-4%,17%
O=C(Cc1scnc1-c1cccs1)NCCc1ccc(Cl)cc1,0%,-2%
CSc1cccc(NC(=O)CN(C)S(=O)(=O)c2ccc3c(c2)CCCN3C(C)=O)c1,-8%,-5%
CC(C)N(C(=O)Cn1c(CN2CCOCC2)nc2ccccc21)c1ccccc1,0%,3%
CCNCc1ccc(-c2cccc(Cl)c2)o1,2%,-1%
CCOC(=O)c1cnc2c(C)cc(C)cc2c1Nc1ccc(N2CCOCC2)cc1,1%[57.5 µM],8%[57.5 µM]
O=c1cc(-c2ccc(F)cc2)nc(SCc2nc(-c3cccc(Cl)c3)no2)[nH]1,24%,-14%
Cn1cnc(S(=O)(=O)N2CCCC(C(=O)NCc3ccc(F)cc3)C2)c1 (centres undefined),-2%,0%
O=C(/C=C/c1ccccc1Cl)OCC(=O)c1ccc(C2CCCCC2)cc1,-5%,17%
COc1ccccc1NCc1nnc2n1CCCCC2,-2%,6%
CC(=O)c1cccc(-n2c(CCC(=O)O)ccc2-c2ccccc2)c1,?,56%[activator]
CC(C)c1ccc(/C=N/O)cc1,8%,2%
CCN(CC)CC(=O)NC(=O)NC1CCCCC1,8%,1%
CC(=O)C1(C)CC2(CC(COCC(C)C)OC2=O)C(=O)O1 (centres undefined),-6%,-4%

# Later entries.
molecule,UDG counter,AID inh
COc1ccc(/C=C2/C(=O)N(C)C(=S)N2C)cc1,-1%,-1%
Cc1oc2ncn(C)c(=O)c2c1C(=O)N(C)c1ccccc1F,42%[activator],31%[activator]
Cc1cc2[nH]c(=O)c(=O)[nH]c2cc1S(=O)(=O)NCc1ccc(F)cc1,-9%[57.5 µM],5%
Cn1c(=O)c2c(nc(NC3CCCCC3)n2Cc2c(F)cccc2Cl)n(C)c1=O,7%,-5%
Cc1ccc(NC(=O)c2sc(-n3nc(C)c(Cc4ccc5c(c4)OCO5)c3C)nc2C)cc1Cl,-7%,-2%
CN(C(=O)CNC(=O)NC(Cc1c[nH]c2ccccc12)C(=O)O)c1ccccc1 (centres undefined),-8%,8%
O=C(NCCCc1ccccc1)c1nn(-c2ccccc2)nc1CO,-7%[57.5 µM],-3%
COc1cc(OC)c(NC(=O)N2CCC(CN3CCOCC3)CC2)cc1Cl,-8%,-2%
CSc1nc2c([nH]c3ccccc32)c(=O)n1-c1ccc(F)cc1,-7%,27%
COc1cccc(NC(=O)Cn2c(=O)ccc3cc(S(=O)(=O)N4CCC(C)CC4)ccc32)c1,-4%,-1%

# Ordered by the number under AID inh (low to high): some entries from above
SMILES	AID inh
CCn1nc(C(=O)OCC(=O)Nc2ccc(Cl)c(C(F)(F)F)c2)c2ccccc2c1=O	-23%
CC1(C)C2CCC1(C)C(NC(=O)c1ccccc1)C2 (centres undefined)	-6%
CSc1cccc(NC(=O)CN(C)S(=O)(=O)c2ccc3c(c2)CCCN3C(C)=O)c1	-5%
Cc1ccsc1C(=O)OCC(=O)c1ccccc1	3%
CCC1CCCCN1CCCNC(=O)c1c(O)nc2c(C)cccn2c1=O (centres undefined)	13%

# The list goes on.
molecule,UDG counter,AID inh
Cc1ccccc1Nc1nc(N)c(C(=O)c2ccccc2Cl)s1,-3%,9%
O=C(CSc1ccccc1)NCc1ccc2c(c1)CCN2C(=O)c1ccc(Cl)cc1,0%,12%
O=C(OCC(=O)C12CC3CC(CC(C3)C1)C2)c1ccc([N+](=O)[O-])s1,?,?
COc1ccc(C)cc1NC(=O)c1cc2c(=O)n3cccc(C)c3nc2s1,-7%[57.5 µM],9%
O=C(c1cc(N2CCCCCC2)nc2ccccc12)N1CCOCC1,-1%,-10%
Clc1ccc(-c2noc3ncnc(NC4CCCCC4)c23)cc1,-5%,-15%
CN(C)c1ccc(CNC(=O)c2ccc3nc(CCc4ccccc4)oc3c2)cc1,-6%,10%
CC(C)(C)c1ccc(OCCSc2nc(-c3cccs3)nc3cc(=O)[nH]n23)cc1,0%,?
Cc1c(C(=O)NCc2cccc(Cl)c2)sc2nc3n(c(=O)c12)CCC3,-13%,?
CCOc1ccccc1CNC(=O)CCCn1ccc2cc(S(=O)(=O)N3CCCC3)ccc21,-21%,-10%
CCN1C(=O)c2ccccc2S(=O)c2ccc(C(=O)N3CCN(c4cccc(C)c4)C(C)C3)cc21 (centres undefined),-17%,?
COc1ccc(CNC(=O)C(=O)NCC(c2cccs2)S(=O)(=O)c2cccs2)cc1 (centres undefined),-9%,10%
CN(CC(=O)NC(=O)NCc1ccccc1)Cc1ccc(C(F)(F)F)cc1,-3%,-6%
COc1ccc(-n2c(=O)c3c4c(sc3n(Cc3cc(C)ccc3C)c2=O)CN(C(C)=O)CC4)c(OC)c1,?,?
COc1ccc(C(=O)Nc2ccccc2C(=O)OCc2cc(=O)n3nc(C4CC4)sc3n2)cc1,-3%,15%
O=C(COC(=O)C1C=CCCC1)c1ccc([N+](=O)[O-])cc1 (centres undefined),-13%,3%
Cc1ccc2c(N)c(C)ccc2n1,5%,11%
Cc1ccc(NC(=O)CCC2CCCC2)cc1C,-15%,-21%
Cc1nnc2ccc(SCC(=O)Nc3c(F)cccc3F)nn12,0%,4%
CCCCNC(=O)C(CC)Sc1nnc(-c2ccc(F)cc2)c(-c2ccc(F)cc2)n1 (centres undefined),17%,-11%

# Of the compounds above, these contain a CF3 group.
molecule,UDG counter,AID inh
CC1CCN(Cc2c(O)ccc3c(=O)c(-c4ccc(Cl)cc4)c(C(F)(F)F)oc23)CC1,36%[activator],18%
CCn1nc(C(=O)OCC(=O)Nc2ccc(Cl)c(C(F)(F)F)c2)c2ccccc2c1=O,?,-23%
CN(CC(=O)NC(=O)NCc1ccccc1)Cc1ccc(C(F)(F)F)cc1,-3%,-6%

# Continued:
molecule,UDG counter,AID inh
O=C(CC1C(=O)N(c2ccccc2)C(=O)N1CCc1cccs1)Nc1ccc(Cl)cc1 (centres undefined),10%,9%
O=C(CCl)N(CCc1ccccc1)Cc1cccs1,-4%,-9%
CCOC(=O)c1[nH]c2c(c1Cc1ccccc1C)C(=O)CC(c1cc(OC)ccc1OC)C2 (centres undefined),1%,-5%
CCN(CC)c1ccc(NC(=O)C2CCCN(S(=O)(=O)c3ccc4c(c3)oc(=O)n4C)C2)c(C)c1 (centres undefined),-15%,15%
Cc1cccc(C(=O)NCc2ccco2)c1C,-4%,-2%
O=C(NCc1ccc2c(c1)OCO2)c1nn(-c2ccccc2)c(=O)c2ccccc12,3%,-6%
CCOC(=O)c1cccc(NC(=O)CCS(=O)(=O)c2ccc3c(c2)CCN3C(=O)CC)c1,-2%,-4%
Oc1ccc(O)c([S+]2CCCCC2)c1,?,-3%
Cc1ccccc1NC(=S)N/N=C/c1ccccc1[N+](=O)[O-],3%,10%
CCC(=O)N1CCc2cc(CNC(=O)C(CC)c3ccccc3)ccc21 (centres undefined),-1%,4%
Cc1ccc2cc(C(=O)N(Cc3ccco3)C3CC3)[nH]c2c1,6%,1%
COCCCN1C(=O)c2[nH]nc(-c3ccccc3O)c2C1c1ccc(OC)cc1 (centres undefined),-15%,-12%
CC(=O)N1c2ccccc2C(=O)C1N1CCN(c2cccc(Cl)c2)CC1 (centres undefined),-19%,10%
Cn1c(CNC(=O)CSc2n[nH]c(-c3ccccc3)n2)nc2ccccc21,-19%,4%
CC(C)(CNC(=O)CCNC(=O)C1CCCC1)c1ccc(Br)cc1,4%,-2%
CC(NC(=O)c1cccc(NC(=O)c2nsc3ccccc23)c1)c1ccccc1 (centres undefined),-4%,13%
N#CCCC(C#N)Cn1nc(-c2ccccc2)c2ccccc2c1=O (centres undefined),-3%,-2%
Cc1ccccc1CNC(=O)c1ccc(CN2CC(=O)N3CCCCC3C2=O)cc1 (centres undefined),-4%,3%
Cc1ccc(CSCCC(=O)N2CCN(c3cc(C)ccc3C)CC2)cc1,2%,?
Cc1ccc(C)c(S(=O)(=O)n2nc(C)c(S(=O)(=O)N3CCC(C)CC3)c2C)c1,5%,48%[activator]
O=C(NCCS(=O)(=O)N1CCN(c2ccccc2)CC1)C1CC(=O)N(c2ccc(F)cc2)C1 (centres undefined),-6%,18%
COc1ccc(C(CC(=O)NCc2ccco2)Sc2n[nH]c(-c3ccc(F)cc3)n2)cc1 (centres undefined),45%[activator],-12%
Cc1ccc(-c2nc(C#N)c(NCC(C)C)o2)cc1,-4%,1%
COc1cc(OC)c(C2C3=C(CC(C)(C)CC3=O)Nc3ccccc3N2C(C)=O)cc1OC (centres undefined),-18%,-10%
Cc1ccc(C(=O)Nc2cccc3c2CCCC3)cc1C,-1%,1%
Cn1c(SCc2ccc(F)cc2)nc2ccc(C(=O)NCc3ccc(Cl)cc3)cc21,-12%,?
COc1cc(NC(=O)c2cn(C3CCCC3)c(=O)c3c2c2ccccc2n3C)cc(OC)c1OC,1%,-23%
Cc1ccc2c(=O)c(C(=O)c3ccccc3)cn(CC(=O)Nc3ccc(C)c(Cl)c3)c2n1,7%,13%
c1ccc2cc(-c3ccn[nH]3)ccc2c1,5%,0%
O=C(c1ccc(-c2ccccc2)cc1)C(O)c1ccc(-c2ccccc2)cc1 (centres undefined),-1%,0%
CCCNC(=O)NC(=O)CN(Cc1cccs1)C1CC1,10%,-2%
COC(=O)c1ccc(NC(=O)Cc2coc3cc(C)ccc23)cc1,5%,5%
C=C(C)c1c(-c2ccc(OC)cc2)noc1C(C)(C)O,-5%,-3%
